# Compound activity (PubChem)
# PP1 inh = counter-screen for PP5 inhibitors: inhibitors of human PP1-alpha; inhibition, % at 6.7 µM; purified PP1alpha, OMFP fluorescence; 320,000 compounds, 0.9% hits; P62136;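 active = inhibition above the mean inhibition of all tested compounds plus 3 SD, computed separately for each screening campaign, cut at about 15% in these data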
# PP5 primary = blocks human protein phosphatase 5 activity; 320,000 compounds, 0.18% hits; inhibition, % at 6.7 µM; purified PP5c, OMFP substrate fluorescence; P53041;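 active = inhibition above the campaign's mean inhibition across all tested compounds plus 3 SD, cut at about 9.5% in these data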;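 also: 0% = DMSO only and 100% = 100 µM cantharidin control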
# Fh CTSL1 inh = cathepsin L1 inhibition, PFM18AAP counter-screen; 300,000 compounds, 0.49% hits; inhibition, % at 5.96 µM; AID 1906; recombinant F. hepatica cathepsin L1, Z-Leu-Arg-MCA fluorescence;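 active = inhibition above the mean of all tested compounds plus 3 SD, set per screening campaign, cut at about 17% in these data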;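 also: 0% = plate median of test compound wells and 100% = 1 µM Z-Phe-Ala-diazomethylketone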
# Efflux pump mplx = inhibitors of Candida antifungal efflux pumps expressed in yeast; S. cerevisiae Candida pump triplex, Nile Red efflux; inhibition, % at 10 µM; 330,000 compounds, 0.44% hits; AID 485275;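 active = plate passing quality check with inhibition over a set limit, or well fluorescence over plate mean plus 4 SD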;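 also: Nile Red retained in pooled yeast measured as flow cytometry median fluorescence; 0% = buffer negative control and 100% = Enniatin B positive control; higher means more Nile Red kept so more efflux inhibition; some compounds called inactive have numbers as strong as hits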
# PREPL inhibitor = inhibits the human prolyl oligopeptidase-like enzyme. Q4J6C6. recombinant PREPL, fluorescence polarization activity-based probe. inhibition, % at 5.96 µM. 320,000 compounds, 0.68% hits. AID 2751; in the data active = inhibition above about 43%;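 also: 0% = enzyme with DMSO and 100% = wells lacking enzyme; many of its hits are not listed in these tables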
# GASC-1 inh = inhibitors of human GASC-1 (JMJD2C) demethylase. 330,000 compounds, 0.069% hits. AID 2099. inhibition, % at 2.35 µM. GST-JMJD2C(1-420) H3K9me3 demethylation, DELFIA europium;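 active = more than half of a compound's replicate wells show inhibition beyond 50%, single wells judged on their own value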;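 also: signal counts dimethyl H3K9 product captured on neutravidin plate; 0% = median of DMSO wells and 100% = 0.3 times that DMSO median; strong numbers were not always called active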
# Target sequence (Q9H3R0 1-420 limits assumed): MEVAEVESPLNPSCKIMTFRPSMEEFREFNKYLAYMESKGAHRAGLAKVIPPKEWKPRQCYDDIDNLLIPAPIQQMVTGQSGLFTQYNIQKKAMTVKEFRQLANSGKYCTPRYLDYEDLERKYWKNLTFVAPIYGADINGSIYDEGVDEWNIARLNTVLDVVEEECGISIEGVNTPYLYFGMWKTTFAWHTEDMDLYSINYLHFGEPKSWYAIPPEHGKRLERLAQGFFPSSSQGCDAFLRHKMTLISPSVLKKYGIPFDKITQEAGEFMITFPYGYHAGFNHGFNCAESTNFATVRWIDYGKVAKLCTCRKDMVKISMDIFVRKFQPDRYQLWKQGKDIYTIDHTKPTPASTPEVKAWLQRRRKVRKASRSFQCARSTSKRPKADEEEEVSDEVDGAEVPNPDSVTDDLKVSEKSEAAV
# LYPLA2 counter = LYPLA2 (human) inhibition in PME1 counter-screen; inhibition, % at 5.9 µM; AID 2177; recombinant LYPLA2, FP-Rh probe fluorescence polarization; 320,000 compounds, 0.38% hits;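 active = inhibition above the screen-wide mean plus 3 SD, limit set per campaign, cut at about 26% in these data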;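 also: 0% = LYPLA2 with DMSO and 100% = wells lacking LYPLA2 enzyme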
# Target sequence (O95372 whole entry, looked up): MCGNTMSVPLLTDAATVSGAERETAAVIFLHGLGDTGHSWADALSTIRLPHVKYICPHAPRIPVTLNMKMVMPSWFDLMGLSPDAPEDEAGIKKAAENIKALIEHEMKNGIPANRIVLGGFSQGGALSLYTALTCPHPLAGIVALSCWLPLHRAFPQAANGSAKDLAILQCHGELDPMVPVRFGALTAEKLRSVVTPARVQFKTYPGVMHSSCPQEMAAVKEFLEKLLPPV
# core dimer inh = HCV core protein dimerization inhibition; 300,000 compounds, 0.33% hits; inhibition, % at 5 µM; AID 1899; TR-FRET GST/Flag-core106 dimerization, 1536-well;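 active = inhibition above the mean of all tested compounds plus 3 SD, set per screening campaign, cut at about 45% in these data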
#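 Test system: GST/Flag-tagged HCV core106 proteins; Medium: KF-containing HEPES buffer, pH 7.45, DTT, CHAPS, BSA; Times: compound-protein-antibody incubation 4 h at 22.5 °C; Detection: TR-FRET 671 and 617 nm emission; Benchmarks: wells lacking GST-core106 and wells with excess unlabelled core106.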
# TPT1 inh = C. albicans TPT1 enzyme inhibition; AID 1962; recombinant caTPT1, FP RNA substrate dephosphorylation; 300,000 compounds, 0.81% hits; inhibition, % at 5 µM;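 active = inhibition above the mean of all tested compounds plus 3 SD, set per screening campaign, cut at about 24% in these data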;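 also: plate controls were DMSO alone for no effect and ferristatin control at 100 nM for full effect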
# Numbers without * were called inactive; / = not tested or not shown; & = joins results of further samples.
# Results follow in this order: PP1 inh	PP5 primary	Fh CTSL1 inh	Efflux pump mplx	PREPL inhibitor	GASC-1 inh	LYPLA2 counter	core dimer inh	TPT1 inh
O=C(COC(=O)COc1ccccc1)NC12CC3CC(CC(C3)C1)C2
 : 1	2.6	/	0.0	-4	1	3	/	/
COCCN(C(=O)CSc1nnc(-c2ccc(C)cc2)n1N)c1c(N)n(Cc2ccccc2)c(=O)[nH]c1=O
 : -15	-5.5	-1	0.2	9	-5	-2	-25	2
Cc1nc(SCC(=O)NCc2cccs2)nc(C)c1C
 : -3	-1.4	-2	0.0	0	6	3	0	4
CCOC(=O)c1c(-c2ccc(OCC)cc2)csc1NC(=O)CCN1C(=O)c2ccccc2C1=O
 : 1	-1.4	0	0.7	-2	-14	-4	14	3
CCOc1cc(NC(=S)Nc2ccccc2)c(OCC)cc1NC(=O)c1ccccc1
 : 1	1.6	0	0.1	5	1	2	7	-3
CCOC(=O)C(NC(=O)c1cccc(Cl)c1)(OCc1ccccc1)C(F)(F)F (stereo not given)
 : 3	0.0	-2	0.6	-5	2	1	-8	-1
CCCCn1c(N)c(N(CCOC)C(=O)c2ccc(S(=O)(=O)N3CCCCC3)cc2)c(=O)[nH]c1=O
 : -2	5.5	6	-0.2	-2	-7	-7	1	0
CCC(SC1=N/C(=C/c2ccccc2OC)C(=O)N1c1ccccc1)C(=O)Nc1cc(C)on1 (stereo not given)
 : 3	2.4	3	0.2	13	-23	-11	24	-8
CCOc1ccc(NS(=O)(=O)c2cc(NC(=O)c3cccc(C)c3)ccc2Cl)cc1
 : -3	4.7	4	-0.2	7	-4	-61	19	1
Cc1ccc(CSc2nnc(-c3cnccn3)n2C)cc1
 : -2	2.2	5	0.3	3	8	0	-3	0
O=C(Cc1ccccc1)NC(C(=O)O)C(O)c1ccc([N+](=O)[O-])cc1 (stereo not given)
 : -2	0.7	3	0.0	2	2	10	1	-1
COc1ccc(C)cc1NC(=O)c1ccc(NC(=O)CC2SC(N3CCCC3)=NC2=O)cc1 (stereo not given)
 : -1	2.3	-4	0.1	4	2&-1	1	3	1
Cc1ccc(NC(=O)c2cc(NC(=O)/C=C\C(=O)O)ccc2N2CCCCC2)cc1
 : 5	6.2	6	-0.4	7	5	0	22	3
Cc1ccc2cc(C=C(C#N)C#N)c(N3CCCCC3)nc2c1
 : 1	3.4	-3	0.1	-7	-27	-3	26	3
Oc1c(Br)cc(Br)cc1/C=N/NC(=S)N[C@H]1CC2C=CC1C2 (stereo not given in full)
 : 17*	3.3	-2	0.0	21	-1	15	1	14
CN(C(=O)COc1ccccc1)c1nnc(C23CC4CC(CC(C4)C2)C3)s1
 : 0	-1.3	1	0.0	-4	-6	2	-3	-5
CCn1ccnc1CN(C)Cc1nc(-c2ccccc2)no1
 : -1	0.9	-1	-0.4	2	-17	6	-6	-3
CCC(=O)Nc1ccc2nc(C3CC3)n(Cc3ccc(C(C)(C)C)cc3)c(=O)c2c1
 : 2	0.8	2	0.0	-7	1	-6	1	-1
CC(C)Oc1nc(-c2ccccc2Cl)nc2ccccc12
 : -2	-1.1	1	-0.1	-7	1	0	4	1
CCN(CC)S(=O)(=O)c1cccc(NC2=NCCCCC2)c1
 : -5	3.1	0	0.1	7	-7	-1	1	-2
COc1ccccc1C(=O)NCCC(=O)N1CCN(c2cccc(C(F)(F)F)c2)CC1
 : -2	2.5	-1	0.1	20	43	11	-10	-2
C=CCSC1=C(C#N)C(c2ccccc2OCC)CC(=O)N1 (stereo not given)
 : -2	0.7	-7	0.6	12	-9	2	3	-1
CCOc1ccccc1N1Cc2cc(C)c(C)cc2C1
 : 15*	2.9	-1	0.1	6	45	2	67*	19
CC(C)(C)NC(=O)COC(=O)c1snc(C(=O)NC2CCCCC2)c1N
 : 0	2.1	4	0.1	7	9	-2	4	3
COC(=O)C1CCN(C(=O)c2cc3c(=O)n4cccc(C)c4nc3n2Cc2ccccc2)CC1
 : -2	4.4	4	0.1	12	5	6	7	0
COc1ccc(N=C/C=C2\C=C(c3ccccc3)OC(C)(C)O2)cc1
 : 0	1.5	2	-0.1	25	2	-2	11	16
CCOC(=O)C(CSCC(=O)c1ccc(Br)cc1)NC(=O)OC(C)(C)C (stereo not given)
 : -1	2.4	-5	0.1	5	17	-1	5	8
Cc1ccccc1NC(=O)Cn1cnc2c(oc3ccccc32)c1=O
 : -5	4.2	2	0.0	-7	1	12	1	-2
COc1ccc(S(=O)(=O)N2CCC(C(=O)Nc3nccs3)CC2)cc1
 : -3	-0.3	0	-0.5	-7	22	0	8	1
Clc1cc2nc(-c3cccnc3Cl)[nH]c2cc1Cl
 : 0	0.8	-2	-0.1	-26	-28	-12	5	-2
CCCCn1c(N)c(N(CCOC)C(=O)COc2ccc(C(C)=O)cc2)c(=O)[nH]c1=O
 : -5	0.3	-4	0.1	8	6	3	-3	0
COC(=O)c1cc(Br)c(=O)n(Cc2cccnc2)c1
 : -2	-2.9	6	-0.2	1	-7	-7	-8	-4
CC12CC3CC(C)(C1)CC(Nc1nc(N4CCOCC4)nc4ccccc14)(C3)C2
 : -5	-0.1	2	-0.1	1	-6	-1	0	3
COc1ccc(Br)cc1/C=C1\Oc2ccccc2NC1=O
 : 0	1.2	6	-0.2	10	-7	-4	13	1
COCCCNC(=S)NCCc1ccc(F)cc1
 : -4	-1.4	4	0.2	17	-44	4	-1	1
CC(C)NC(=O)CS(=O)(=O)c1ccccc1
 : -2	-0.5	-4	-0.1	1	0	2	-2	-2
COc1cc(/C=N/NC(=S)N/N=C/c2cc(OC)c(OC)c(OC)c2)cc(OC)c1OC
 : 3	3.1	7	-1.5	20	-7	6	-4	-6
Cc1ccc(-n2nc3c(=O)n(CC(=O)NC(C)CCc4ccccc4)nc(C)c3c2C)cc1 (stereo not given)
 : -2	2.5	0	-0.1	-1	-1	7	15	-5
COc1cccc(NC(=S)C(C#N)=C2N(C)c3ccccc3N2C)c1
 : -1	3.3	3	0.2	-6	-5	2	2	-2
COc1ccc(C(=O)Nc2ccccc2N2CCN(C(=O)c3ccccc3)CC2)cc1Br
 : 4	4.9	1	0.2	11	-6	-11	16	-1
O=C(CCS(=O)(=O)c1cccs1)Nc1ccc(C(=O)NC2CCN(Cc3ccccc3)CC2)cc1
 : -5	-1.1	11	-0.3	-7	17	1	1	-2
CC(C)OC(=O)CSc1nnnn1-c1ccc2c(c1)OCCO2
 : 1	2.5	9	0.1	8	5	7	-1	3
CCN(CC)C(=O)Oc1cc(=O)n(C)c2ccccc12
 : -1	1.2	-4	1.4	-11	-11	-3	-6	-2
Cc1[nH]n2c(=O)c3c(nc2c1-c1ccc(F)cc1)CCCC3
 : -2	0.7	-3	-0.1	5	8	-5	-6	-4
Cc1ccc(NC(=O)CN2C(=O)S/C(=C\C(=O)Nc3ccc(Cl)cc3)C2=O)cc1
 : -5	-1.0	-2	-0.1	-3	-5	1	-5	1
Cc1cccc(NC(=O)/C(C#N)=C\c2ccc(C(=O)O)cc2)c1
 : 1	2.0	-3	0.2	-5	4	-1	3	-1
O=C(CSc1ccc(-c2ccccc2)nn1)c1ccccc1
 : 1	1.4	3	0.1	-2	-6	1	-6	-3
Cc1cc(C(=O)CN2C(=O)c3ccccc3C2=O)c(C)n1Cc1cccs1
 : 14	1.3	0	-0.2	-20	-4	8	8	4
N#Cc1c(NC(=O)C2CC(Cl)=CCC2C(=O)O)sc2c1CCCC2 (stereo not given)
 : 6	0.9	-1	0.0	6	5	-6	5	-6
CCOc1cc(/C=N/N=C(\N)c2nonc2N)cc(Br)c1OCc1cccc2ccccc12
 : 3	1.9	2	0.1	-3	-6	-3	21	-3
CC(C)CC(c1nnnn1C(C)C)N1CCN(c2cccc(Cl)c2)CC1 (stereo not given)
 : 4	1.4	5	0.1	14	-3	-5	10	-1
Cc1cccc(OCc2nc(C#N)c(NCc3ccc4c(c3)OCO4)o2)c1
 : 2	8.0	4	-0.2	-13	-13	-10	1	1
CCc1cc(=O)oc2cc(OC(C)C(=O)NCCCn3ccnc3)ccc12 (stereo not given)
 : -1	0.9	0	0.0	4	10	8	1	-3
COc1ccc(/C=C(\NC(=O)c2ccc(Cl)cc2)C(=O)NCCCN2CCOCC2)cc1OC
 : 5	2.7	-2	0.4	10	-2	-1	-6	-4
CC(C)C(=O)Nc1ccc(S(=O)(=O)N2CCC(c3nc4ccccc4[nH]3)CC2)cc1
 : -3	0.4	-2	-0.1	-2	7	5	-5	-1
CC1=C(C(=O)OC(C)C)C(c2ccccc2)NC(=S)N1C (stereo not given)
 : -1	1.7	2	-0.1	-6	32	2	8	-3
CCOC(=O)c1ccc(NC(=O)C2CCCN(c3cnccn3)C2)cc1 (stereo not given)
 : 1	3.5	7	0.0	-2	-25	1	-18	-2
COc1ccc(NC(=O)CSc2nnc(NC(=O)c3ccc(S(=O)(=O)N4CCOCC4)cc3)s2)cc1
 : -1	-1.6	6	0.5	2	-7	0	3	1
CC1(C)c2cc(O)ccc2OC1N1CCOCC1 (stereo not given)
 : 0	0.0	-3	-0.3	11	5	10	-5	-5

# This is a subset; the hit share may differ from the screen's.
